BLM helicase inh: qHTS Assay for Inhibitors of Bloom's syndrome helicase (BLM) | RecQ-like DNA helicase BLM (Homo sapiens), P54132 | recombinant BLM DNA unwinding, fluorescence dequenching | Potency, µM (series often up to 56.1 µM), without a hit: at the highest dose activity change, negative = inhibition, actives largely listed as inhibitors | 350,000 compounds, 0.2% hits;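 further: potency means the concentration at half of the fitted maximal effect; plate controls were vehicle for no effect and no enzyme for full effect; nearly all actives have a fitted effect of over 35% in size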
APEX1 inh: qHTS Assay for Inhibitors of the Human Apurinic/apyrimidinic Endonuclease 1 (APE1) | DNA repair nuclease/redox regulator APEX1 (Homo sapiens), P27695 | recombinant APE1, TAMRA/BHQ-2 abasic DNA cleavage fluorescence | Potency, µM (titrated, usually from 65.8 µM), for inactives: at the highest dose activity change, negative = inhibition, hits mostly inhibitors | 350,000 compounds, 0.35% hits | AID 2517, 2012;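 further: potency means the concentration at half of the fitted maximal effect; plate controls were vehicle for no effect and reference inhibitor for full effect; nearly all actives have a fitted effect of over 55% in size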
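Measures dequenching upon AP-site incision of a 5'-TAMRA/3'-BHQ-2 THF-containing duplex, 50 nM; human APE1 0.75 nM after 15 min room-temperature exposure to compound; kinetic three-point read at one-minute spacing.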
Pol iota inh: qHTS for Inhibitors of Polymerase Iota. Potency, µM (titrated, usually from 115 µM), inactives show at the top dose activity, negative = inhibition, actives largely listed as inhibitors. Pol iota fluorescent replication assay, 10 min. DNA polymerase iota (Homo sapiens), Q9UNA4. 390,000 compounds, 1% hits; further: potency means the concentration at half of the fitted maximal effect
Target sequence (Q9UNA4 whole entry, looked up): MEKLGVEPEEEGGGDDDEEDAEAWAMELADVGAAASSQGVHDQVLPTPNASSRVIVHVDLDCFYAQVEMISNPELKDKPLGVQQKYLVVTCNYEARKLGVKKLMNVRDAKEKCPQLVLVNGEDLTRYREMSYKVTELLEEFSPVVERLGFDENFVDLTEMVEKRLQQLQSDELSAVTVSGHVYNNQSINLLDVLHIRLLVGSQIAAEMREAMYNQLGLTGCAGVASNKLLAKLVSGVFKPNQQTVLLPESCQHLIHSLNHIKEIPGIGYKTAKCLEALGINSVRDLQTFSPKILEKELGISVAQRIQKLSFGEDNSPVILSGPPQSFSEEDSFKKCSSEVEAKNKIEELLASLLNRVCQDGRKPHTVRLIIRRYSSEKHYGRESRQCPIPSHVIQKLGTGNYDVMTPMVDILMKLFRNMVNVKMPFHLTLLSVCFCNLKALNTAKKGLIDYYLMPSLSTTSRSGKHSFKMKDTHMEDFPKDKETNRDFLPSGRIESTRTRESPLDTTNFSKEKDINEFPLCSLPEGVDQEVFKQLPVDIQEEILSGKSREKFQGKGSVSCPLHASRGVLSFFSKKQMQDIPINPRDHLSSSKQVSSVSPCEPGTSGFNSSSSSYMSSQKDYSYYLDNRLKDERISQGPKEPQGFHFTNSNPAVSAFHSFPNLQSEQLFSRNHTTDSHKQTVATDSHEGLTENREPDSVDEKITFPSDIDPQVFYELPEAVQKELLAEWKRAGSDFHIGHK
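Pol iota at 10 nM preincubated 15 min with compounds at room temperature; reaction started with fluorescent substrate, 50 nM final. Fluorescence read kinetically at 0 and 10 min; buffer-only wells as negative control.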
Anesthetic bind: qHTS Assay for Identification of Novel General Anesthetics. apoferritin/1-aminoanthracene competitive binding, fluorescence. Potency, µM (highest dose often 77.5 µM), inactives show at the top dose activity change, negative = displacement, usual class: inhibitors. 350,000 compounds, 0.074% hits; further: potency means the concentration at half of the fitted maximal effect; on the % scale 0 is the no-effect control and ±100 the full control effect; nearly all actives have a fitted effect of over 20% in size
Target sequence (P02791 2-175 limits assumed): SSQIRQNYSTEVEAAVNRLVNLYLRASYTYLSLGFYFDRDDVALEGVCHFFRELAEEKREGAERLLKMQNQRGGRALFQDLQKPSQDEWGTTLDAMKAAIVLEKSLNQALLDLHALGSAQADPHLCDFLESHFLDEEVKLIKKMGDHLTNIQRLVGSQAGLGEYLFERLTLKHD
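10 uM apoferritin + 50% sat. 1-AMA, PBS; cpd 10 min RT; Ex380/Em535 endpoint; normalized to free probe vs complex; 4-param Hill fit; propofol titration as pos. ctrl.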
TRHR agonist: qHTS for Small Molecule Agonists and Allosteric Enhancers of Human TRH Receptor: Primary Screen for Agonists. Thyrotropin-releasing hormone receptor (Homo sapiens), P34981. TRHR cells, calcium flux fluo-8, FDSS agonist mode. activation, % at 2 µM. 360,000 compounds, 0.18% hits; in the data active means activation above about 30%; further: 0% is about no effect
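Steps: seed TRHR cells overnight; add fluo-8 no-wash Ca dye, RT 30 min–1.5 h; record 10 s baseline; pin-transfer compounds; monitor fluorescence 1 cycle/s for the agonist window. Calcium increases flag candidate agonists.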
12-LOX inh: Primary qHTS assay for inhibitors of human arachidonate 12S-lipoxygenase (ALOX12): Round 2; Polyunsaturated fatty acid lipoxygenase ALOX12 (Homo sapiens), P18054; purified 12hLO, xylenol orange hydroperoxide absorbance; Potency, µM (titrated, usually from 108 µM), for the others: top-dose activity change, negative = inhibition, hits mostly inhibitors; 580,000 compounds, 1.1% hits; AID 1671190, 2021; further: potency means the concentration at half of the fitted maximal effect; on the % scale 0 is the no-effect control and ±100 the full control effect
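Purified human 12hLO at 150 nM in 25 mM Hepes, 0.01% Triton X-100, pH 7.0, preincubated 15 min at room temperature with compound. Reaction started with 40 uM arachidonic acid, 30 min at room temperature. Hydroperoxide measured by Fe-xylenol orange, 573/405 nm absorbance ratio.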
Pol beta inh: qHTS Assay for Inhibitors of DNA Polymerase Beta; P06746; Pol beta primer extension/strand displacement, fluorescence kinetic; Potency, µM (top dose mostly 114 µM), for inactives: at the highest dose activity change, negative = inhibition, most hits filed as inhibitors; 340,000 compounds, 1.3% hits; AID 485314, 2010; further: potency means the concentration at half of the fitted maximal effect; on the % scale 0 is the no-effect control and ±100 the full control effect
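Values derive from four-parameter Hill fits of normalized kinetic data: reads at 0 and 10 min following addition of 50 nM substrate to 10 nM Pol beta preincubated 15 min with compound.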
POLK inh: qHTS for Inhibitors of Polymerase Kappa; AID 588579, 2011; purified Pol kappa, fluorescent DNA synthesis assay, 10 min; Potency, µM (titrated, usually from 107 µM), for the others: top-dose activity, negative = inhibition, most hits filed as inhibitors; DNA polymerase kappa (Homo sapiens), Q9UBT6; 400,000 compounds, 0.53% hits; further: potency means the concentration at half of the fitted maximal effect; on the % scale 0 is the no-effect control and ±100 the full control effect
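Activity was followed as the change in fluorescence between reads at 0 and 10 min after starting the reaction with 50 nM substrate. Beforehand, 10 nM polymerase had been preincubated with compound for 15 min at room temperature.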
ERG-DNA inh: qHTS for Small Molecule Inhibitors of the ERG Ets/DNA interaction. fluorescence polarization, His-ERG Ets domain / labelled DNA. Potency, µM (highest dose often 76.9 µM), for the others: at the highest dose FP activity, negative = inhibition, usual class: inhibitors. 370,000 compounds, 0.028% hits. AID 624246, 2012; active means well fitted inhibition curve with a large enough effect in the polarisation, with a control signal flat; inconclusive means small, poorly fitted or top-dose-only effect, or effect the other way, or a change in a side signal; inactive means no such curve, though single readings can be large or run the other way; the % refers to the polarisation;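 further: polarization taken with two DNA probes labelled with fluorescein and Texas red; potency means the concentration at half of the fitted maximal effect; % of control where 0% means no effect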
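His-tagged ERG Ets domain (1 uM in the protein solution; 300mM KCl, 50mM Tris-HCl, 1mM EDTA, 1mM DTT, pH 7.5) received compound, then a probe mix of 5 nM fluorescein-DNA and 100nM Texas-615-DNA. Fluorescence polarization was read for both dyes.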
An asterisk follows results filed as active; ? = inconclusive; nt = no result given; [ ] = dose if it differs, or a comment. Unless noted, the call rests on the fitted dose curve; in most records, active means well fitted curve in the direction sought with a large enough effect; inconclusive means small, poorly fitted or top-dose-only effect, or another doubt; inactive means no such curve, though single readings can be large; an effect the other way counts as inactive or inconclusive.

SMILES | BLM helicase inh | APEX1 inh | Pol iota inh | Anesthetic bind | TRHR agonist | 12-LOX inh | Pol beta inh | POLK inh | ERG-DNA inh
Cc1ccc2nc(NC(=O)c3ccc(Cn4cc(Cl)cn4)o3)sc2c1 | 2% | -4% | 27% | -10% | -1.8 | -4% | 1% | -10% | -4%
Cc1ccc2c(=O)cc(C(=O)Nc3ccc(S(=O)(=O)N(C)c4ccccc4)cc3)oc2c1C | -2% | nt | 17% | 7% | -0.7 | -28% | 27% | 10% | 1%
COc1ccc(NC(=O)CC2Oc3ccccc3NC2=O)cc1 (stereo not given) | -2% | 0% | 21% | -4% | 0.1 | 0% | -21% | -5% | -6%
COc1cccc(Cn2c(=O)c(-c3cc(F)cc(F)c3)nc3cnc(N4CCOCC4)nc32)c1 | -1% | 0% | nt | nt | nt | -7% | nt | 6%[60.1 µM] | nt
Cc1nc2ccc(S(=O)(=O)NC(C(=O)N3CCCC3)C(C)C)cc2s1 (stereo not given) | 4% | -2% | 25% | 2% | 0.8 | 5% | 6% | -21% | -6%
CCCN(Cc1cccs1)C(=O)Nc1cc(Cl)ccc1C | -4% | nt | 1% | -6% | -0.7 | 12% | 2% | -9% | -2%
O=C(N/N=C/c1ccc[nH]1)c1ccccc1[N+](=O)[O-] | -1% | -4% | 34%[activator] | 2% | -0.1 | 0% | 25% | 0% | -10%
COc1ccccc1CCc1nnc(CCC(=O)NC(C)Cc2ccsc2)o1 (stereo not given) | -4% | 4% | 32%[activator] | -10% | 1.6 | 3% | 0% | -7% | 9%
Nc1nc2[nH]c(=O)cnc2c(=O)[nH]1 | nt | -4% | -8%[58.9 µM] | nt | nt | nt | -9%[57.1 µM] | 7%[60.1 µM] | nt
CSc1nnc(-c2ccccc2N=Cc2c(C)[nH]n(-c3ccccc3)c2=O)c(=O)[nH]1 | 1% | 2% | -7% | -16% | 0.1 | 16% | 10% | -7% | -3%
CCOc1cccc(-c2nnc3sc(COc4ccc(Cl)cc4)nn23)c1 | -1% | 5% | 14% | -6% | 0.8 | 17% | 23% | -4% | -8%
COc1ccc(C(=O)NC(C)CCc2ccccc2)cc1 (stereo not given) | -7% | 32% | 133%[activator] | -9% | -1.1 | 23% | -16% | 2% | -5%
N#Cc1cn(-c2ccccc2)nc1C(=O)c1ccccc1 | -5% | -1% | 8% | -16% | 0.2 | 5% | 0% | 2% | 12%
COc1ccc(NC(=O)c2ccco2)c(OC)c1 | -3% | 10% | -1% | -9% | 0.5 | 0% | 43% | -4% | 10%
CCOC(=O)c1ccc(-n2c(CN(CC)CC)nc3ccc([N+](=O)[O-])cc3c2=O)cc1 | -3% | -6% | -1% | ? | 0.6 | 0% | 4% | 13% | 9%
O=C(c1c(F)cccc1Cl)N1CCN(S(=O)(=O)c2ccc3c(c2)OCCCO3)CC1 | -2% | -13% | 21% | -18% | 0.5 | -4% | 0% | -4% | 14%
C=CCNc1nc(Nc2ccc(OC)cc2)nc(OC)n1 | -3% | 18% | -15% | -8% | 0.2 | ? | 40% | -28% | -6%
CCOC(=O)Cc1cc(=O)n2[nH]c(-c3ccccc3)cc2n1 | -11% | -1% | ? | -4% | 0.6 | 7% | 14% | -6% | nt
Cc1ccc(C)c(N2CCN(c3nc4ccccc4n4nnnc34)CC2)c1 | -5% | nt | 13% | -6% | 1.8 | -8% | -1% | -3% | 2%
CN(C)S(=O)(=O)c1ccc(Oc2ccccc2)cc1 | -1% | -4% | -17% | 6% | -1.1 | 0% | 15% | -1% | 2%
COC(=O)CC1COc2ccccc2N1C(=O)c1ccc(Cl)cc1 (stereo not given) | -2% | -4% | 18% | ? | 0.6 | -18% | 3% | -5% | -10%
CCOC(=O)c1c(C)[nH]c(C)c1S(=O)(=O)NCC1CCN(Cc2ccc(C)cc2)CC1 | 4% | 13% | 4% | 3% | -1.7 | 0% | 33% | -6% | 3%
O=C(COC(=O)c1ccc2c(c1)OCCO2)Nc1cc(Cl)ccc1Cl | -5% | 3% | -4% | -16% | -0.6 | ? | 0% | -4% | -11%
Cc1ccc(F)cc1NC(=O)Cc1nn(C)c(=O)c2ccccc12 | -3% | -3% | 19% | -7% | 0.7 | 0% | ? | -1% | -3%
COc1ccc(NC2CCCN(C(=O)c3ccc(CSC)o3)C2)cc1OC (stereo not given) | -1% | 53%[activator] | 24% | -9% | 0.1 | -6% | 0% | -6% | 4%
CCOC(=O)c1cccc(NC(=O)[C@H](CSCc2ccccc2)N2Cc3ccccc3C2=O)c1 | -6% | nt | 15% | 42%[activator] | 1.2 | -29% | -4% | -7% | 0%
O=C(CCCOc1ccccc1)N1CCN(S(=O)(=O)c2cccs2)CC1 | -4% | 1% | 13% | -9% | -0.7 | 133%[activator] | 7% | -16% | 6%
CCc1c(C)nc(SCC(=O)Nc2nc(-c3ccc(OC)cc3)cs2)[nH]c1=O | -1% | -7% | 92%[activator] | -14% | -0.2 | -1% | -10% | -5% | -6%
Cc1cccc(/C=N\Nc2nnc(-c3ccccc3)c(=O)[nH]2)c1 | 6% | 18% | 16% | -11% | 0.5 | 2% | 56% | -4% | 3%
COc1cc(C(=O)NCc2ccc(C(=O)NCC(OC)OC)cc2)cc(OC)c1OC | -2% | 3% | 74%[activator] | -10% | -0.6 | 1% | 0% | -1% | 0%
COc1ccccc1NC(=S)NNC(=O)c1ccccc1Br | -1% | -3% | -11% | 7% | -0.5 | 1% | 7% | -7% | -7%
Cc1ccc(NC(=O)C(c2ccccc2)C2CCCC2)cc1 (stereo not given) | -6% | 6% | 6% | -10% | 2.4 | 0% | -4% | -21% | -7%
CC(C)[C@H](NC(=O)N1CCn2c1nc1ccccc12)C(=O)NCc1ccc(F)cc1 | -3% | 70%[activator] | 19% | -10% | -0.1 | 13% | -17% | -1% | 12%
Cc1ccccc1CCNC(=O)Cn1nc(C)c2c(C)n(-c3ccccc3)nc2c1=O | 0% | 42% | ? | -46% | -0.2 | -1% | -5% | 1% | -17%
Fc1ccc2cc(CCO[C@H]3CCCCO3)ncc2c1 | nt | -4% | -13% | nt | nt | -30% | nt | -4% | -2%
CCOC(=O)C(C)N1C(=O)S/C(=C\c2ccc(-c3ccccc3C(=O)O)o2)C1=O (stereo not given) | 0% | 6µM* | ? | 45%[activator] | 2.8 | ? | 22µM* | -17% | 10%
O=S1(=O)CCC(NC(=S)NCCNC(=S)NC2CCS(=O)(=O)C2)C1 (stereo not given) | 4% | 0% | 11% | -3% | 0.1 | -1% | 5% | -7% | -8%
O=C(NCc1ccccc1)C1=C[C@@H](c2ccc3c(c2)OCO3)C[C@@H](OCc2ccc(CO)cc2)O1 | nt | nt | -7% | nt | nt | ? | nt | -6% | -11%
COc1ccc(C(=O)NCc2nnc(SCC(=O)Nc3cccc(C(F)(F)F)c3)o2)cc1OC | -4% | -3% | 20% | -20% | 0.1 | 24% | -2% | -7% | 4%
O=c1oc(-c2ccccc2NS(=O)(=O)c2ccc3ccccc3c2)nc2ccccc12 | -6% | 3% | 13% | -5% | 0.0 | -14% | 17% | 3% | 0%

Limited to BLM helicase inh, for some of the entries so far:
| compound | BLM helicase inh |
| --- | --- |
| O=C(COC(=O)c1ccc2c(c1)OCCO2)Nc1cc(Cl)ccc1Cl | -5% |
| O=C(CCCOc1ccccc1)N1CCN(S(=O)(=O)c2cccs2)CC1 | -4% |

Next part.
SMILES | BLM helicase inh | APEX1 inh | Pol iota inh | Anesthetic bind | TRHR agonist | 12-LOX inh | Pol beta inh | POLK inh | ERG-DNA inh
COc1ccc(S(=O)(=O)NCCC(=O)N2CCCN(C)CC2)cc1 | nt | 45%[activator] | 23% | nt | 0.8 | -7% | nt | -4% | 0%
Cc1ccc(C)c(OCC(=O)NNC(=O)c2ccc(NC(=O)C3CC3)cc2)c1 | -3% | 1% | 41%[activator] | 0% | 0.2 | 5% | 32% | -7% | 4%
CC(=O)N1CCc2c(sc3nc(SCC(N)=O)n(-c4ccc(F)c(Cl)c4)c(=O)c23)C1 | -3% | nt | -3% | -13% | 0.1 | ? | -9% | 5% | -3%
CC1=NN(c2ccc(C)c(C)c2)C(=O)/C1=C/c1ccc2c(c1)n(C)c(=O)n2C | 0% | 6% | 1.4µM* | -7% | 0.4 | -10% | 34% | -24% | -1%
Cc1ccc(-n2ncc3c2CCCC3NC(=O)CCc2cnn(C)c2)cc1C (stereo not given) | 2% | 17% | 25% | -2% | -0.4 | -3% | 38% | -1% | -2%
COc1ccc(CNC(=O)Cn2c(=O)c3cccn3c3cccnc32)cc1 | 8% | nt | 1% | -22% | -0.2 | -2% | -2% | 3% | -3%
Cc1onc(-c2ccccc2Cl)c1C(=O)OCC(=O)N1CCCc2ccccc21 | -13% | -3% | 11% | -9% | 0.2 | -5% | -12% | -5% | 7%
COCCNC(=O)CN(C(=O)Cn1nnc2ccccc21)c1cccc(C)c1C | 2% | 1% | 143%[activator] | -3% | -0.3 | -7% | 8% | -8% | -1%
COC(=O)Cc1ccc(NC(=O)c2ccc(NC(=O)c3ccco3)cc2)cc1 | -19% | 2% | 65%[activator] | -2% | 3.3 | -5% | -23% | 1% | 11%

These rows are one share of the data, so the mix of outcomes need not match the whole.
